Screens from PubChem.
MEKK2 mut-MEK5: signal of MEK5 binding to mutant human MEKK2 PB1 domain; bead flow cytometry, Alexa488-MEK5 binding to MEKK2 mutant; percent response, % at 10 µM; actives 0.35% (n = 290,000); in the data active = percent response above about 24%, passing the limit was not always enough; note: inactives centre near 1; some results filed as inactive read as strong as hits; reference of the scale not given here
GalR3 antagonist: blocks the human galanin receptor 3; actives 0.44% (n = 360,000); O60755; HEK293 GalR3-CNG cAMP membrane potential fluorescence; galR3 body fused to GalR1 C-terminus; inhibition, % at 3 µM; AID 651719;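 active = inhibition above the screen-wide average plus 3 SD, cut at about 13% in these data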;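 note: forskolin and galanin both at EC90 stimulate the cells; cAMP rise reported by CNG channel membrane potential dye signal; 0% = forskolin plus galanin with DMSO and 100% = forskolin alone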
Target sequence (O60755 1-299 limits assumed): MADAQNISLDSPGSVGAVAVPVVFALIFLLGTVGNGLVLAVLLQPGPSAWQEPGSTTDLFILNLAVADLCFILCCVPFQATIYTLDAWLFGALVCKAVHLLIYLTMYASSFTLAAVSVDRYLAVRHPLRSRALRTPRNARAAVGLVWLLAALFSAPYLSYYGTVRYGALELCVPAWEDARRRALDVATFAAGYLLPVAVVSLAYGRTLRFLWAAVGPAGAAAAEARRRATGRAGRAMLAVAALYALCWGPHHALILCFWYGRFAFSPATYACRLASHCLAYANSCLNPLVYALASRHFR
GPR7 antagonist: human neuropeptides B/W receptor 1 antagonism. P48145. GPR7-expressing cells, fluorescence antagonist assay. inhibition, % at 4.4 µM. actives 1.1% (n = 290,000). AID 1861; in the data active = inhibition above about 16%, passing the limit was not always enough;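 note: cells stimulated with the agonist NPW; 0% = agonist with vehicle and 100% = vehicle without agonist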
Target sequence (P48145 whole entry, looked up): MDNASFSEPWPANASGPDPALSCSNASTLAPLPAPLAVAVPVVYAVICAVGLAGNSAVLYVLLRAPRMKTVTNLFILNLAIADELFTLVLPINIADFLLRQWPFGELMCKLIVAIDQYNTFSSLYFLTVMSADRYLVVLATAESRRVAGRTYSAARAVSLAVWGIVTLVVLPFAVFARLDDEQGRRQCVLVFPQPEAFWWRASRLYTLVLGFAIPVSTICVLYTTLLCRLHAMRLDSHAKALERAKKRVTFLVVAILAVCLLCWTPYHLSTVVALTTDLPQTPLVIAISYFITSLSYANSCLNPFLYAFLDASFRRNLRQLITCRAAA
MEKK2wt PB1 HTS: raises or lowers MEK5 binding to wildtype human MEKK2 PB1 domain; binding response (% of control), % at 10 µM; actives 1.1% (n = 290,000); bead flow cytometry, Alexa488-MEK5 binding to MEKK2 WT; actives lie on both sides; Q9Y2U5; in the data active = binding response below about 67% or above about 130%
MEKK3 PB1 HTS: MEKK3-MEK5 PB1 interaction, increase or decrease; Q99759; bead-based flow cytometry, Alexa488-MEK5 binding to MEKK3; actives lie on both sides; 0 = blocked by unlabeled MEK5, 100 = vehicle; binding response (% of control), % at 10 µM; actives 1.4% (n = 290,000); AID 1529;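 active = binding response more than 3 SD above or below the average of its plate-row segment, actives on both sides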;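 note: Alexa488 bead fluorescence after subtracting the streptavidin-only scavenger bead signal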
PHOSPHO1 block: blocks human PHOSPHO1 phosphatase activity | Q8TCT1 | recombinant PHOSPHO1, absorbance phosphatase assay | inhibition, % at 13.3 µM | actives 1.1% (n = 290,000) | AID 1565; in the data active = inhibition above about 60%
V1R ag counter: counter-screen for oxytocin receptor agonists: human V1a receptor agonists; P37288; CHO-V1R cells, Fluo-8 calcium fluorescence, agonist mode; 0% DMSO, 100% 3 nM vasopressin; activation, % at 3 µM; actives 0.25% (n = 320,000); AID 2797;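 active = activation above the mean activation of all tested compounds plus 3 SD, per screening run, cut at about 20% in these data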;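 note: signal is peak over basal fluorescence ratio across a 100 second FLIPR read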
Target sequence (P37288 whole entry, looked up): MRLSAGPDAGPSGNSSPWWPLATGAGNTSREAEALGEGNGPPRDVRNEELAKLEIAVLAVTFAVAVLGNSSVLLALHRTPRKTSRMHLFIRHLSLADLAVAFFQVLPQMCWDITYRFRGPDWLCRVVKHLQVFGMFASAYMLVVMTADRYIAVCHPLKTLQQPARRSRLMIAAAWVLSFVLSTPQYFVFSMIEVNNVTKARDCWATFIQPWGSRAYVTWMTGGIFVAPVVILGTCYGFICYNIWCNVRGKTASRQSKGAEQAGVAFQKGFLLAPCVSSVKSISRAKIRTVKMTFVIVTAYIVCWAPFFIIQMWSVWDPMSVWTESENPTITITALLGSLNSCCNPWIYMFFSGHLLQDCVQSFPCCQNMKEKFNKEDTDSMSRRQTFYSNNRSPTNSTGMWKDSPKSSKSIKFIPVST
NALP1 yeast inh: NALP1 inhibition | inhibition, % at 10 µM | actives 0.61% (n = 280,000) | S. cerevisiae NALP1/ASC/caspase-1 growth, X-gal OD620, 72 h; in the data active = inhibition mostly above about 24%, no sharp cut-off; inactive = mostly below about 32%; note: some compounds called inactive have numbers as strong as hits
OXTR agonist: agonists of human oxytocin receptor; P30559; CHO-OTR cells, Fluo-8 calcium fluorescence; normalized: DMSO 0%, oxytocin 100%; activation, % at 3 µM; actives 0.32% (n = 320,000); AID 2435;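 active = activation above the mean of all tested compounds plus 3 SD, cutoff set per screening run, cut at about 20% in these data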;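 note: peak over basal fluorescence ratio from a 100 s FLIPR kinetic read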
* hit, by the source's call; . = not tested or not shown; [ ] = another dose, or the depositor's remark.

# | SMILES | MEKK2 mut-MEK5 | GalR3 antagonist | GPR7 antagonist | MEKK2wt PB1 HTS | MEKK3 PB1 HTS | PHOSPHO1 block | V1R ag counter | NALP1 yeast inh | OXTR agonist
1 | CC1=NNC(=O)C1CC(=O)N/N=C/c1cccs1 (configuration not stated) | -4 | -4 | -12 | 96 | 98 | 19 | -1.0 | . | -0.2
2 | COc1ccc(-c2noc(C3CCCN(S(=O)(=O)c4ccc(C)c(Cl)c4)C3)n2)cc1OC (configuration not stated) | 2 | -5 | -2 | 103 | 102 | -6 | -0.4 | -15 | -0.4
3 | Cc1ccc(NC(=O)CCS(=O)(=O)c2ccc3c(c2)NC(=O)C(C)S3)nc1 (configuration not stated) | -2 | -7 | -3 | 100 | 99 | 10 | 3.6 | 1 | 2.9
4 | O=C(NCc1nnc(SCC(=O)N2CCCC2)o1)c1ccc(F)cc1 | -2 | 3 | -6 | 100 | 102 | 19 | 0.3 | 18 | 0.7
5 | CCOC(=O)Cn1cc(/C=C/[N+](=O)[O-])c2ccccc21 | 2 | -5 | -13 | 97 | 101 | 29 | 0.6 | 3 | -1.0
6 | CCS(=O)(=O)c1nc(S(=O)(=O)c2ccc(C)cc2)c(N2CCC(C)CC2)s1 | -3 | 3 | 22* | 96 | 97 | 32 | 2.1 | 8 | 0.8
7 | CCOc1cc(/C=C/c2cccc[n+]2C)ccc1OCC(=O)Nc1ccc(C)cc1 | 11 | -8 | -3 | 121 | 108 | 32 | 0.3 | 2 | 0.4
8 | O=C(C1CC1c1ccccc1)N1CCN(c2cccc(Cl)c2)CC1 (configuration not stated) | 4 | -3 | 1 | 101 | 104 | 21 | . | -18 | .
9 | Cc1ccccc1-c1nc(CS(=O)(=O)CC(=O)NCCCN2CCCC2)c(C)o1 | 19 | . | -11 | 127 | 115 | 13 | -1.1 | -36 | -1.1
10 | O=C(c1ccccc1)N1CCN(C2c3cccc4cccc(c34)C2NS(=O)(=O)c2ccccc2)CC1 (configuration not stated) | -4 | -5 | -2 | 91 | 97 | 23 | 1.7 | 18 | 2.6
11 | CC(C)CC(=O)Nc1ccc(OCC(=O)O)cc1 | -2 | -1 | -1 | 101 | 106 | -9 | 0.1 | 30 | 0.0
12 | O=C(NNC(=S)Nc1ccc(Cl)c(Cl)c1)c1ccccn1 | -6 | 3 | -1 | 107 | 119 | -33 | 1.1 | 9 | 3.3

A second format for 2 compounds above:
Each structure is followed by: MEKK2 mut-MEK5	GalR3 antagonist	GPR7 antagonist	MEKK2wt PB1 HTS	MEKK3 PB1 HTS	PHOSPHO1 block	V1R ag counter	NALP1 yeast inh	OXTR agonist
9	Cc1ccccc1-c1nc(CS(=O)(=O)CC(=O)NCCCN2CCCC2)c(C)o1
    19	.	-11	127	115	13	-1.1	-36	-1.1
10	O=C(c1ccccc1)N1CCN(C2c3cccc4cccc(c34)C2NS(=O)(=O)c2ccccc2)CC1 (configuration not stated)
    -4	-5	-2	91	97	23	1.7	18	2.6

More records
# | SMILES | MEKK2 mut-MEK5 | GalR3 antagonist | GPR7 antagonist | MEKK2wt PB1 HTS | MEKK3 PB1 HTS | PHOSPHO1 block | V1R ag counter | NALP1 yeast inh | OXTR agonist
13 | Clc1ccc(-c2csc3ncnc(NCCN4CCOCC4)c23)cc1 | 3 | -5 | 11 | 105 | 104 | 9 | -1.5 | -4 | -1.2
14 | Cc1ccc(NC(=O)CCN2C(=O)c3cccc4cccc(c34)C2=O)cc1 | -3 | 2 | 12 | 94 | 99 | -17 | -0.8 | 11 | -0.4
15 | CCCn1cc(S(=O)(=O)c2ccc(OC)cc2)c(=O)c2cc(OC)ccc21 | 0 | -9 | -16 | 92 | 96 | 22 | -0.3 | 7 | -0.7
16 | Cc1ccc(CNC(=O)CSc2nc(C)cc(C)c2C#N)cc1 | 3 | -5 | 1 | 105 | 109 | -3 | -0.7 | -9 | -2.8
17 | CN(C)C(=S)Nc1ccc2ccccc2c1 | 3 | 0 | 2 | 103 | 96 | -9 | 0.0 | 19 | -2.3
18 | CN(C)CCCOc1nc2c(c(=O)n(C)c(=O)n2C)n1C | 1 | -4 | -12 | 100 | 93 | -11 | 1.8 | 1 | 0.1
19 | COCC(=O)N1CCC(Oc2ccc(C(=O)NC3CCOC(C)(C)C3)cc2)CC1 (configuration not stated) | -1 | -1 | -12 | 98 | 100 | 21 | 0.4 | 19 | 1.2
20 | O=S(=O)(NCc1ccc(C(F)(F)F)cc1)c1ccc(-n2cnnn2)cc1 | -1 | 1 | 11 | 94 | 99 | 3 | 4.0 | 5 | 3.3
21 | CCOC(=O)c1ccc(NC(=O)NCc2c(C)nn(CC)c2C)cc1 | -8 | -2 | -5 | 87 | 95 | -19 | 0.9 | -18 | 0.0
22 | CCCCNC(=O)c1ccc(CS(=O)(=O)c2ccccc2OC)o1 | 1 | -10 | -1 | 111 | 103 | 33 | 0.6 | 24 | -0.6
23 | COc1cc(C(=O)Nc2nc(OC)c(-c3ccccc3)c(OC)n2)cc(OC)c1OC | 5 | -1 | 2 | 101 | 104 | -17 | -0.3 | -2 | -2.1
24 | CCn1c(SCC(=O)NCC2CCCO2)nc2c([nH]c3ccccc32)c1=O (configuration not stated) | 1 | -2 | -10 | 101 | 100 | 28 | 0.1 | 1 | -0.3
25 | CCCCC1CCC(C(=O)NCC(c2ccco2)N2CCOCC2)CC1 (configuration not stated) | 2 | -8 | -2 | 104 | 100 | 17 | 0.5 | 22 | -1.6
26 | O=C(COc1ccccc1Br)NCc1ccco1 | 1 | -4 | -7 | 97 | 100 | 19 | -0.5 | 13 | -2.0
27 | O=C1c2ccccc2C(=O)c2[nH]c(=O)[nH]c21 | 6 | -11 | -11 | 103 | 104 | 31 | 0.0 | 2 | 0.2
28 | CCN(CC)CCN(C(=O)c1cccc([N+](=O)[O-])c1)c1nc2ccc(OC)cc2s1 | 6 | 4 | -23 | 114 | 101 | -14 | -0.7 | -21 | 0.2
29 | CCCCCOC(=O)C1=C(C)NC(=O)NC1c1ccc(N(C)C)cc1 (configuration not stated) | 18 | -3 | -2 | 117 | 116 | 30 | 0.1 | 3 | -2.2
30 | CSc1ncccc1C(=O)N1CCN(C(=O)c2ccccc2)CC1 | 7 | -9 | -12 | 105 | 105 | 42 | -0.3 | 2 | 0.1
31 | COC(=O)/C=C1/S/C(=N/NC(=O)c2ccc(Cl)cc2Cl)NC1=O | -5 | -3 | 5 | 93 | 94 | 37 | -0.2 | . | 0.5
32 | CCC(C(=O)NC(C)(C)C)N(Cc1ccccc1Cl)C(=O)c1snc(C(N)=O)c1N (configuration not stated) | 2 | -7 | -10 | 101 | 101 | 30 | -0.9 | 27 | -2.8
33 | CCCn1c(C(O)c2ccc(C)cc2)nc2ccccc21 (configuration not stated) | 4 | -10 | -11 | 108 | 104 | 51 | . | -3 | .
34 | CCOC(=O)c1nc(S(C)(=O)=O)ncc1N1CCOCC1 | 3 | -6 | -5 | 102 | 99 | 14 | 0.3 | -10 | 0.8
35 | O=C(CNC(=O)c1ccccc1)OCC(=O)c1cccs1 | 5 | -6 | -8 | 104 | 101 | 28 | 0.6 | 16 | 0.5
36 | COc1cc(C)c(C(C)C)cc1S(=O)(=O)N1CCOCC1 | 7 | -4 | 1 | 107 | 104 | -14 | -0.7 | 5 | -0.6
37 | COc1ccc(C(=O)NCCc2nnc3ccc(SCC(=O)NCc4ccccc4)nn23)cc1 | 1 | 0 | -14 | 100 | 100 | 25 | -0.2 | 13 | -1.2
38 | Cc1ccc(Cn2c(C(C)Nc3nc(-c4ccc(F)cc4)cs3)nc3cc(C(F)(F)F)ccc32)cc1 (configuration not stated) | 1 | -7 | . | 102 | 101 | . | 0.4 | . | 0.1
39 | CCOC(=O)C1CCCN(C(=O)CCc2nnc(-c3ccc(C(C)=O)s3)o2)C1 (configuration not stated) | 2 | 2 | -3 | 96 | 100 | 32 | -0.1 | -3 | -1.2
40 | CCOC(=O)N1CCN(C(=O)CN(c2ccc(C)cc2)S(=O)(=O)c2c(C)noc2C)CC1 | 6 | -2 | 12 | 113 | 111 | 24 | 6.3 | -7 | 0.1
41 | OCC[C@@H]1C[C@@H](O)[C@H](O)[C@@]2(Cc3ccccc3CCO2)O1 | -3 | -6 | -13 | 97 | 100 | 10 | 0.5 | 0 | 0.8
42 | CCN(CC(=O)N1CCN(Cc2ccccc2)CC1)S(=O)(=O)c1ccccc1 | -5 | -4 | -2 | 98 | 100 | 38 | 7.5 | 14 | 2.0
43 | CC(=O)C1=C(O)C(=O)OC1c1ccc(C)cc1 (configuration not stated) | -15 | -1 | 7 | 81 | 91 | -10 | 1.3 | -7 | 0.3
44 | CCN(CC)CCN1C(=O)C(O)=C(C(=O)c2cc3cccc(OC)c3o2)C1c1ccc(F)cc1 (configuration not stated) | 3 | -3 | -7 | 106 | 110 | 39 | 1.0 | 20 | 0.3
45 | O=C(NCCN1CCCCC1)Nc1ccc(F)cc1 | 9 | 0 | -7 | 111 | 102 | 36 | 0.2 | 6 | 0.5
46 | CC(=O)c1nc2ccccc2n1S(=O)(=O)c1ccc(Cl)cc1 | 5 | -5 | 1 | 105 | 104 | 21 | 0.7 | 2 | 1.2
47 | C/C(=N\NC(=O)c1cc(O)cc(O)c1)c1ccc(NC(=O)Cc2ccccc2)cc1 | -7 | -2 | 22 | 68*[inhibitor] | 71*[inhibitor] | -7 | 0.7 | -7 | -0.7
48 | Cc1ccc(NC(=O)CCCNC(=O)c2ccc(Cl)cc2)nc1 | 4 | -2 | -4 | 101 | 98 | 51 | -1.2 | 6 | -2.1
49 | CCCC(=O)N(CCN1CCOCC1)c1nc2c(OC)ccc(OC)c2s1 | 10 | -5 | -9 | 105 | 105 | 3 | -0.5 | 16 | -0.6
50 | O=C(OCCN1C(=O)c2ccccc2C1=O)c1cc(S(=O)(=O)N2CCOCC2)ccc1F | 2 | 5 | -1 | 107 | 105 | 36 | 0.8 | 28 | -1.6
51 | CN1CCN(C(CNS(=O)(=O)c2cccs2)c2cccnc2)CC1 (configuration not stated) | 6 | . | -19 | 107 | 105 | 40 | 0.5 | 3 | -0.2
52 | COc1ccc(NC(=O)CSc2ncn(-c3ccccc3)n2)cc1Cl | 6 | -3 | 2 | 109 | 105 | 30 | 3.7 | . | 4.4
53 | CCOC(=O)C1CCN(S(=O)(=O)c2cn(C)c(=O)n(C)c2=O)CC1 | 2 | . | -5 | 110 | 107 | 8 | 0.5 | . | 0.0
54 | COc1ccccc1-c1noc(CSc2nc(C)cc(=O)[nH]2)n1 | -7 | -2 | 0 | 90 | 81 | 11 | -0.2 | 3 | -0.7
55 | O=C(CSc1nnc(-c2cccs2)o1)NCc1ccco1 | 0 | 0 | 7 | 99 | 99 | 25 | -0.6 | 0 | 0.2
56 | CC(O)[C@H]1CN=C(N)N1CCCCC1CCCCC1 (some centres not stated) | 4 | -3 | . | 101 | 103 | 9 | 0.7 | . | 0.8
57 | COc1ccc(CNc2ncc(-c3ccccc3)n2C)c(OC)c1OC | 7 | -11 | 4 | 115 | 115 | 46 | -0.4 | 6 | -1.2
58 | COn1c(-c2ccc(Cl)cc2)nc2ncccc21 | -4 | -8 | 3 | 99 | 96 | 24 | -0.2 | 10 | -1.5
59 | O=c1cc2ncc(-n3cc([N+](=O)[O-])cn3)cn2[nH]1 | -1 | -3 | -6 | 98 | 104 | 0 | -0.2 | 13 | -0.3
60 | COc1ccccc1-c1cc2nc(C)c(CCC(=O)NCc3ccco3)c(C)n2n1 | 2 | 2 | -10 | 106 | 107 | 23 | -1.6 | . | -0.9
61 | O=C(COC(=O)c1ccc(S(=O)(=O)N2CCCC2)cc1)NCc1cccs1 | 5 | 3 | -16 | 102 | 99 | 0 | 1.5 | 9 | 1.5
